Screening results: PubChem BioAssay, several laboratories
FXIIa inh 1536: factor XIIa (human) inhibition. P00748. purified FXIIa, Boc-QGR-AMC fluorogenic substrate, 2 h. inhibition, % at 5 µM. 220,000 compounds, 0.3% hits. AID 800; in the data active = inhibition above about 40%;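 note: 0% = enzyme with no compound and 100% = blank without enzyme; many of its hits are not listed in these tables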
Wee1 degr inh: human Wee1 degradation inhibition, primary screen | P30291 | HeLa Luc-Wee1K328M stability, luciferase luminescence; 100% = proteasome inhibitor MG132 effect | reporter increase, % at 5 µM | 220,000 compounds, 1.2% hits | AID 1321;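 active = activation above the mean of all tested compounds plus 3 SD, set per screening run, cut at about 8.8% in these data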;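 note: cells exposed to compound for 20 h before luminescence read; 0% = DMSO alone and 100% = MG132 at 30 µM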
FXIa inh 1536: inhibitors of human coagulation factor XIa. purified FXIa, Boc-Glu-Ala-Arg-AMC fluorogenic substrate. P03951. inhibition, % at 5 µM. 220,000 compounds, 0.14% hits. AID 798;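 active = inhibition of at least 40%; inactive = inhibition below 40%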;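 note: fluorescence of freed AMC excited at 355 nm; 0% = enzyme without compound and 100% = no enzyme blank; many of its hits are not listed in these tables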
Target sequence (P03951 19-387 limits assumed): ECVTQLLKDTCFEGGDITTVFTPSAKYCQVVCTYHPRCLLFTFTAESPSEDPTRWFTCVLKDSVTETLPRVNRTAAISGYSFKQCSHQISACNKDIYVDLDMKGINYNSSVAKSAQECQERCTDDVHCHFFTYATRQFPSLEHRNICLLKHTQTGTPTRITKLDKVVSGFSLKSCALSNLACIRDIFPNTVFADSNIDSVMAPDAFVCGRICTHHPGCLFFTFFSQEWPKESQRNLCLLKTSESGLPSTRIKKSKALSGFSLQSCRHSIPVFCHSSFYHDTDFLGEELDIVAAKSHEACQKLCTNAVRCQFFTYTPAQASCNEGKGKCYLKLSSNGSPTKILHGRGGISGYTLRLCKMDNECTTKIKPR
Target sequence (P03951 388-625 limits assumed): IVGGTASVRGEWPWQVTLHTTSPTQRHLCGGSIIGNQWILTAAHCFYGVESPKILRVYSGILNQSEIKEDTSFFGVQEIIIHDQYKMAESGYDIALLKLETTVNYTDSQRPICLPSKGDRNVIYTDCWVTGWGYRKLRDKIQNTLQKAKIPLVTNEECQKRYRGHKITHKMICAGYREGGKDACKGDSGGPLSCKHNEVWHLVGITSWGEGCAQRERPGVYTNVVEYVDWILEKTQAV
Hck-Nef inh: inhibitors of human Hck kinase activated by Nef. 220,000 compounds, 0.68% hits. Recombinant Hck-YEEI plus Nef, Z-Lyte FRET kinase assay. P08631. inhibition, % at 20 µM;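 active = Hck-Nef kinase inhibition above about 50%, limit read from the data; inactive = inhibition below that limit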;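 note: 0% = DMSO with Hck plus Nef and 100% = Hck alone without Nef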
Runt-CBFb FRET: blocks binding of human RUNX1 Runt domain to CBFb. Q01196+Q13951. Cerulean-Runt/Venus-CBFb FRET ratio 530/480, 1 h. inhibition, % at 20 µM. 220,000 compounds, 0.46% hits;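 active = inhibition over about 50% at 20 µM in the single-dose screen, limit read from the data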;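 note: 0% = DMSO wells and 100% = excess unlabeled CBFb competitor control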
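Assay system: Cerulean-Runt domain fusion protein, energy donor; Signal: fluorescence energy transfer, 422 nm excitation, 530/480 nm emission; Timing: 1 h compound exposure, room temperature; Control set: unlabeled CBFb; Medium: Tris buffer pH 7.5 with salts and BSA; Compound: single test concentration of 20 µM, 1% DMSO final; Probe or stimulus: Venus-CBFb 100 nM.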
14-3-3 Bad inh: disrupts binding of bovine 14-3-3 zeta to phospho-Bad peptide | P63103 | TR-FRET 14-3-3zeta/Dy647-pBad peptide displacement, 1 h | inhibition, % at 21.7 µM | 220,000 compounds, 0.71% hits;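 active = inhibition above about 70%, limit read from the data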;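 note: 0% = full 14-3-3 plus peptide FRET controls and 100% = background without 14-3-3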
Target sequence (P63103 whole entry, looked up): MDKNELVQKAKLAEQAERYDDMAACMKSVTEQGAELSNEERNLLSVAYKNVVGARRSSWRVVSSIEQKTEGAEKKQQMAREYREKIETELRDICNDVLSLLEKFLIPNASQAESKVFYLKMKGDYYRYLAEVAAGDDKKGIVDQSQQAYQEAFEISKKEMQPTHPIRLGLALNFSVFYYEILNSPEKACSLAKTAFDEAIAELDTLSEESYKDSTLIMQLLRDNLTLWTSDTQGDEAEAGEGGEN
hK5 inh: blocks human kallikrein 5 protease activity; recombinant hK5, fluorogenic AMC substrate cleavage; inhibition, % at 5 µM; AID 873; Q9Y337; 210,000 compounds, 0.59% hits;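 active = inhibition of 40% or more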;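 note: 0% = enzyme controls without compound and 100% = no-enzyme blanks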
Thrombin inh: blocks human thrombin protease activity. alpha-thrombin, Boc-VPR-AMC fluorogenic substrate cleavage. 220,000 compounds, 0.26% hits. inhibition, % at 5 µM;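 active = inhibition at or above 40%; inactive = inhibition below 40%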;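 note: 0% = enzyme with no compound and 100% = wells without enzyme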
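Test system: human alpha-thrombin; medium: pH 7.5 Tris-saline with Tween 20; times: reaction at room temperature; signal: AMC fluorescence at 355 nm excitation and 460 nm emission; also added: Boc-VPR-AMC substrate, 15 µM final; dosing: one concentration per compound, 5 µM, with 0.2% DMSO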
Runt-SMMHC FRET: blocks binding of human RUNX1 Runt domain to CBFb-SMMHC. Cerulean-Runt/Venus-CBFb-SMMHC FRET ratio 530/480, 1 h. inhibition, % at 20 µM. 220,000 compounds, 0.74% hits;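 active = mean inhibition across duplicate retests at 20 µM reaching about 50%, limit read from the data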;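 note: 0% = DMSO wells and 100% = wells with excess untagged CBFb-SMMHC; inhibitors lower the FRET ratio by blocking Runt binding to CBFb-SMMHC; some results filed as inactive read as strong as hits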
The depositor's hits bear a star; / = no result given; [ ] = remark or other dose.

SMILES	FXIIa inh 1536	Wee1 degr inh	FXIa inh 1536	Hck-Nef inh	Runt-CBFb FRET	14-3-3 Bad inh	hK5 inh	Thrombin inh	Runt-SMMHC FRET
O=C1OCCN/C1=C\C(=O)c1ccccc1	5	-3	-8	8	1	-5	4	-2	0
CN(C)N=Nc1nc2c([nH]1)c(=O)n(C)c(=O)n2C	3	-2	-2	15	2	-8	-2	-16	1
O=C(NCN1CCN(c2ccccc2F)CC1)c1ccccc1	18	-2	4	5	1	6	7	-3	4
COc1ccc(NC(=O)c2ccc(-c3ccc([N+](=O)[O-])cc3)o2)cc1	9	-3	0	29	1	17	3	-3	2
CCOC(=O)N1CCN(C(=O)Cn2nc(-c3ccc(Cl)cc3)ccc2=O)CC1	-12	-2	-8	-1	-4	3	0	7	4
O=C(Nc1nc2c(s1)CCCC2)c1ccc(S(=O)(=O)N2CCCc3ccccc32)cc1	11	0	2	-8	2	-20[fluorescence artefact?]	-19	-2	-2
Cc1cc(C)nc(-n2nc(C)c3c(C)c(C)c(C)nc32)n1	-5	-1	-1	4	1	4[fluorescence artefact?]	-17	-6	-2
CCCCNC(=O)c1cc2c(=O)n3cccc(C)c3nc2n(CCN2CCOCC2)c1=N	-7	3	-12	30	100*	-17	-8	-6	62*
CC(NC(=O)CCSc1nc(-c2ccc3c(c2)OCO3)cc(C(F)(F)F)n1)c1ccccc1 (centres undefined)	2	-1	-2	2	0	5	-33	-5	5
CC(=O)N(Cc1cccs1)Cc1cc2cc(C)c(C)cc2nc1Cl	2	3	-7	24	-2	8	-4	5	2
COc1ccc2c(CCNC(=O)Nc3ccccc3)c[nH]c2c1	8	-2	1	-13	0	-6	/	-5	1
Nc1sc(-c2ccccc2)cc1C(=O)N/N=C/c1ccc(Cl)cc1	4	-3	-10	7	7	-7	16	-2	-3
Cc1nc(NS(=O)(=O)c2ccccc2)sc1NC(=O)OCCN(C)C	-1	3	-9	0	8	-5[fluorescence artefact?]	-25	-10	-1
CC(=O)c1c(N2CCOCC2)nc(=S)n(-c2ccc([N+](=O)[O-])cc2)c1C	15	0	-1	-18	1	-5	-12	-9	1
Cc1ccc(-n2c(=O)c3ccccc3n(CC(=O)C(C)(C)C)c2=O)cc1	26	2	28	17	0	8	46*	9	0
CN1CCN(C2=Cc3cc(Cl)ccc3Sc3cc(F)ccc32)CC1	17	2	10	7	-1	21	2	4	0
CCOc1ccc(C(=O)O)cc1OC	20	-3	5	1	-1	-2	7	3	-4
CC1CCC2C(=O)N(c3ccc(C(=O)Oc4cccc5cccnc45)cc3)C(=O)C2C1 (centres undefined)	1	0	7	4	-1	5	-26	4	-4
CC1(OC(=O)CCc2ccccc2)C(=O)C=C2C=C(c3ccc(C#N)cc3)N(Cc3ccccc3)C=C2C1=O (centres undefined)	8	/	2	29	10	-4	3	-3	7
O=C(COc1ccccc1[N+](=O)[O-])N(Cc1ccccc1)c1ccccn1	7	-1	-3	14	0	-1	-1	-6	2
Cc1csc(NC(=O)c2c(-c3c(Cl)cccc3Cl)noc2C)n1	0	0	-4	3	2	-9[fluorescence artefact?]	-16	-10	1
O=C(CCCN1C(=O)/C(=C/c2ccccc2Cl)SC1=S)NNC(=O)c1ccc(Cl)cc1Cl	1	-3	-3	21	0	18	-2	-6	-5
CN1CCN(C(=O)c2ccccc2-c2nc(-c3ccccc3)no2)CC1	-8	-1	-6	3	-4	6	-5	2	2
CCN1CCN(c2cc(C)c3cc(NC(=O)c4cccnc4Cl)ccc3n2)CC1	13	1	-3	-27	1	-5	-10	-6	-2
CC/C=C/C(=O)N1CC2(CC(c3cccc(NC(=O)COc4ccc(Cl)cc4)c3)=NO2)C[C@H]1C(N)=O (some centres undefined)	8	/	2	19	1	0	-1	-1	-3

(continued)
SMILES	FXIIa inh 1536	Wee1 degr inh	FXIa inh 1536	Hck-Nef inh	Runt-CBFb FRET	14-3-3 Bad inh	hK5 inh	Thrombin inh	Runt-SMMHC FRET
Cc1ccc(Nc2nc(-c3sc(NC(=O)c4ccco4)nc3C)cs2)cc1	16	-3	14	-1	4	15	54*	11	2
CCCOc1cccc(C(=O)Nc2cccnc2)c1	10	-2	3	-2	-3	0[fluorescence artefact?]	4	-3	4
Cc1nn(CC2CCCCC2)c(N)c1-c1ccccc1	18	-1	0	0	-4	-9[fluorescence artefact?]	-4	5	-2
COc1ccc2ccccc2c1CNCc1ccccn1	-2	1	-9	0	3	3	-2	-6	2
CCCn1c2c(c(O)c(C(=O)Nc3nc4ccccc4s3)c1=O)CCCC2	9	2	3	13	/	2	6	-11	/
COc1cc2c(cc1OC)C1=C(C#N)CC/C(=N\S(=O)(=O)c3cccc(Cl)c3)N1CC2	13	-3	12	0	/	-2	-2	2	0
COCCCn1cnnc1SCC(=O)Nc1ccc(S(=O)(=O)N2CCCC2)cc1	11	1	-3	-12	3	3	-6	1	-1
COc1ccc(N2C(=O)CC(N(Cc3ccc(S(N)(=O)=O)cc3)C(C)=O)C2=O)cc1 (centres undefined)	2	-2	-3	8	1	2	-11	-8	0
Cc1ccc(C)c(NC(=S)N(Cc2ccc(Cl)cc2)Cc2ccc(C(=O)O)cc2)c1	9	-1	2	6	-2	-5	/	-5	-4
Cc1nc(NC(=O)c2cccs2)ccc1Br	9	4	2	5	-1	-4	3	-1	1
O=[N+]([O-])c1cnn(-c2nc(-c3cccs3)cc(C(F)(F)F)n2)c1	11	1	1	-9	-2	-2	2	-4	2
Cc1ccc(N2CC(C(=O)NC3CCSC3=O)CC2=O)cc1 (centres undefined)	-13	-3	-6	0	0	-6	9	1	-1
C/C(CCc1ccco1)=N/NC(=O)CCC(=O)Nc1cccc(Cl)c1	4	0	0	1	-1	-5	-15	2	3
Cc1nc2ccc(NC(=O)/C=C/C(=O)O)cc2nc1C	5	6	-2	21	-39	-1	-3	-3	-104
O=S(=O)(NCc1ccccc1)c1cccc2cccnc12	22	-3	12	1	0	11	1	4	0
O=C(Nc1nc(=O)n(C(=O)c2cccc(C(F)(F)F)c2)s1)c1ccccc1	11	2	3	20	-2	1	4	0	0
CCCCN(Cc1cc2cc(C)ccc2[nH]c1=O)C(=O)c1ccccn1	5	-2	-1	17	-1	-9	-2	-10	2
COc1cc(-n2c(=O)c3ccccc3n(Cc3cccc(F)c3)c2=O)cc(OC)c1OC	2	-4	-6	2	0	11	-5	-8	-2
Cc1ccc(/C=N/NC(=O)CNC(=O)c2ccc(S(=O)(=O)N(C)C)cc2)o1	10	2	-3	11	1	-6	-3	-5	0
CCCN1C(=O)C(O)(CC(=O)c2ccc3c(c2)OCCO3)c2ccccc21 (centres undefined)	13	7	2	9	3	-8	1	-4	-115
Cc1c(Cc2ccccc2)c(=O)oc2cc(OCc3ccc(C(=O)O)cc3)ccc12	3	-2	2	27	-11	14	-7	/	-2
Cc1[nH]c2ccccc2c1C1=NNC(=Nc2ccc(F)cc2)SC1	5	-1	1	1	53*	3	1	-8	47
COc1cccc(-c2nc(CS(=O)(=O)CC(=O)Nc3cccc(C)c3C)c(C)o2)c1	10	0	8	2	1	4	8	0	0
CC(C)N(Cc1nc(-c2ccc(Cl)cc2)no1)C(=O)C12CC3CC(CC(C3)C1)C2	14	-2	-3	2	0	1	-7	-1	3
CCCCC(=O)N/N=C/c1ccc(Sc2cccc3cccnc23)o1	2	1	6	3	2	17[fluorescence artefact?]	0	2	-4

The last four compounds of the section before open the next one:
SMILES	FXIIa inh 1536	Wee1 degr inh	FXIa inh 1536	Hck-Nef inh	Runt-CBFb FRET	14-3-3 Bad inh	hK5 inh	Thrombin inh	Runt-SMMHC FRET
Cc1[nH]c2ccccc2c1C1=NNC(=Nc2ccc(F)cc2)SC1	5	-1	1	1	53*	3	1	-8	47
COc1cccc(-c2nc(CS(=O)(=O)CC(=O)Nc3cccc(C)c3C)c(C)o2)c1	10	0	8	2	1	4	8	0	0
CC(C)N(Cc1nc(-c2ccc(Cl)cc2)no1)C(=O)C12CC3CC(CC(C3)C1)C2	14	-2	-3	2	0	1	-7	-1	3
CCCCC(=O)N/N=C/c1ccc(Sc2cccc3cccnc23)o1	2	1	6	3	2	17[fluorescence artefact?]	0	2	-4
O=C(O)c1cccc2c1C(=O)c1ccccc1-2	3	-1	-1	-2	3	0	-4	1	-4
C=CCN1CC2(c3ccccc3)CN(CC=C)CC(c3ccccc3)(C1)C2=O	12	-1	3	-3	-2	-2	24	1	-2
C=CCn1c(C)cc(C(=O)CN2NS(=O)(=O)c3ccccc3C2=O)c1C	0	4	-9	22	-97	-9	-4	13	-1
Cc1ccc(-c2nc3cccnc3s2)cc1NC(=O)C1c2ccccc2Oc2ccccc21	2	1	-1	14	-6	78*	-13	-2	-2
CCCC(NS(=O)(=O)c1ccc(Br)cc1)C(=O)O (centres undefined)	-8	2	-8	1	2	/	-16	-3	1
Cc1cc([N+](=O)[O-])nn1Cc1ccc(C(=O)N/N=C/c2ccccc2)cc1	12	-3	2	1	0	10	-4	-12	1
Cc1cc(C(=O)N/N=C/c2ccc(O)c(O)c2O)c(C)n1-c1ccccc1	0	1	-3	33	24	-26	-15	-6	2
CC(C)N1CCC(N2CCN(Cc3ccc(Oc4ncccn4)cc3)CC2CCO)CC1 (centres undefined)	0	13*	2	10	2	-1	3	1	-4
CCN(CC)CCN1C(=O)c2ccccc2NC1c1ccc(C)cc1 (centres undefined)	10	2	-18	3	4	8[fluorescence artefact?]	2	0	7
CC(C)N(C=O)C1(C(=O)NC2CCCCC2)CCCCC1	-2	1	0	1	0	-11	-2	-9	-2
CN1Cc2c(N3CCOCC3)nc(SCCC#N)c(C#N)c2CC1(C)C	5	3	0	17	46	-2	0	0	30
CC(C)NC(=S)Nc1ccc2cn[nH]c2c1	6	3	1	2	1	-2[fluorescence artefact?]	-9	2	4
ON=C1/C(=N\O)CC2(C/C1=N/O)OCCO2	7	4	5	1	2	-9[fluorescence artefact?]	-15	-5	-3
CCN(CC)C(c1ccc(F)cc1)c1nnnn1C1CCCCC1 (centres undefined)	17	-2	-13	2	-2	23	6	3	-1
COc1ccc(CN=C2Nc3ccccc3CS2)cc1	3	1	-8	0	-1	-2	-22	-2	1
c1ccc2c(c1)CCN(c1nc3cc4c(cc3s1)OCCO4)C2	4	-2	-1	1	-1	14	-15	-4	-4
CCOC(=O)c1c(-c2ccc(OC)cc2)csc1NC(=O)CNCc1ccco1	18	4	6	2	-5	41	0	2	-3
S=c1[nH]nc(-c2ccc(Cl)cc2Cl)n1Cc1ccccc1	9	0	3	0	8	-6	-19	-5	9
O=C(Cn1cncn1)NCc1cccc(OC(F)F)c1	14	0	0	28	-2	-16	-9	-7	0
Cc1cc(-c2ccccc2)nc2oc(C(=O)NN)c(N)c12	0	2	6	-51	-1	0	-1	-2	-2
CCOC(=O)C(NC(=O)c1ccc(Cl)cc1Cl)(Nc1ccc(C)cc1)C(F)(F)F (centres undefined)	10	8	8	-3	-1	-6	6	0	-4
CC1=C(C(=O)OC(C)C)C(c2cccs2)n2ncnc2N1 (centres undefined)	5	1	2	1	3	3	-20	-4	0
